Assay outcomes (PubChem BioAssay)
ATXN2 expr inh: reduces ATXN2 reporter expression in HEK-293 cells; HEK-293 ATXN2-luciferase reporter, luminescence, 24 h; Potency, µM (series often up to 57 µM), for inactives: at the top dose activity change, negative = inhibition, hits mostly inhibitors; hit rate 0.72% among 360,000; also: potency is read from the fitted curve at half-maximal effect; % is scaled to controls: 0 for no effect and ±100 for the full control effect; nearly all actives have a fitted effect of over 55% in size
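qHTS (up to 57 uM final) was run with 24 h compound exposure of reporter cells at 37 °C. Each well was multiplexed: SteadyGlo luminescence measured ATXN2-luciferase expression after a fluorogenic Gly-Phe-AFC viability readout (25 uM final).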
KB-3-1 tox: KB-3-1 parental cell cytotoxicity; KB-3-1 viability, CellTiter-Glo ATP luminescence, 72 h; Potency, µM (titrated, usually from 46.1 µM), without a hit: top-dose activity change, negative = cytotoxic, most hits filed as cytotoxic; hit rate 1.4% among 400,000; AID 1347075; also: potency is read from the fitted curve at half-maximal effect; % is scaled to controls: 0 for no effect and ±100 for the full control effect; nearly all actives have a fitted effect of over 60% in size
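Cytotoxicity in the drug-sensitive parental line KB-3-1 was scored as loss of CellTiter-Glo luminescence following 72 h incubation with compound. Values come from curve fitting of normalized concentration-response data.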
WRN inhibitor: WRN helicase (human) inhibition | WRN helicase unwinding, fluorescent forked duplex, kinetic | AID 651768 | Potency, µM (series often up to 114 µM), for inactives: at the highest dose activity change, negative = inhibition, actives largely listed as inhibitors | Q14191 | hit rate 0.46% among 360,000; also: potency is read from the fitted curve at half-maximal effect; % is scaled to controls: 0 for no effect and ±100 for the full control effect; nearly all actives have a fitted effect of over 55% in size
Target sequence (Q14191 whole entry, looked up): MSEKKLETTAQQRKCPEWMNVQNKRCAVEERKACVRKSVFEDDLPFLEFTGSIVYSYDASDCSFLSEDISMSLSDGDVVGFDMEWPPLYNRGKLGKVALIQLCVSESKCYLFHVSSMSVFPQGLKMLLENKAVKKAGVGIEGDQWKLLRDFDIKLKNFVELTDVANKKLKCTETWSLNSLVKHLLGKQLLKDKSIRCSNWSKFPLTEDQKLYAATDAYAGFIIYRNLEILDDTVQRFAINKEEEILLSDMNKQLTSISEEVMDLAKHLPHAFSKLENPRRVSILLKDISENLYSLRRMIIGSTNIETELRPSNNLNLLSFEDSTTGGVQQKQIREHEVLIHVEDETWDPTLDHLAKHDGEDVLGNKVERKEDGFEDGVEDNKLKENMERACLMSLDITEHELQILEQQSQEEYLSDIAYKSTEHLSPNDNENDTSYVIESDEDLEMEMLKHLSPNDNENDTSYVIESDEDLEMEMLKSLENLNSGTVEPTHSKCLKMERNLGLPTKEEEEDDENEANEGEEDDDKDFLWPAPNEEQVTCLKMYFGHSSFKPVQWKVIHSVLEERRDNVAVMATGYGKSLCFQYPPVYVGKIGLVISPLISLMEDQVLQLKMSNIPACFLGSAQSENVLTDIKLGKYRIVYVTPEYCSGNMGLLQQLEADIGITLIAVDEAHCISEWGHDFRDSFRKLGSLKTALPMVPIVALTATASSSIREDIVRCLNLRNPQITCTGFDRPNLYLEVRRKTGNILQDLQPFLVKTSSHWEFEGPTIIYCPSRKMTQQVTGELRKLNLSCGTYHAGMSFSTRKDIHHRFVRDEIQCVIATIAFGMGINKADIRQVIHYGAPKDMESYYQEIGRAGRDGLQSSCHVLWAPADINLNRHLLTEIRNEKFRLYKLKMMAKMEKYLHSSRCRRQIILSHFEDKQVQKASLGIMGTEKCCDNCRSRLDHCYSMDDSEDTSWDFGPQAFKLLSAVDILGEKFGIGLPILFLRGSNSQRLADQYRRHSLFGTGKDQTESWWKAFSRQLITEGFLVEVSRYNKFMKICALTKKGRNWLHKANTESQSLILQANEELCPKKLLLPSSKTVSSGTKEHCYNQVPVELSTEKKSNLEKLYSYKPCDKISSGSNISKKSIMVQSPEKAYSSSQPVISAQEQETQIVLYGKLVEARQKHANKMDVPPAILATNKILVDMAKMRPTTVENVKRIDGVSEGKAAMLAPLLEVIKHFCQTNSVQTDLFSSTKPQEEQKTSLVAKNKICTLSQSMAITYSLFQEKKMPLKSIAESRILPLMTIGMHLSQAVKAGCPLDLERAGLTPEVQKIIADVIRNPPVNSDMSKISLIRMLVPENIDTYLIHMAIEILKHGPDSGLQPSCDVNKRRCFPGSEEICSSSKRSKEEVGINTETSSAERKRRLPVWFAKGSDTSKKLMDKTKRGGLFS
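Screening of the MLSMR collection measured strand separation of a quenched forked DNA duplex (100 nM) by 20 nM WRN with 2 mM ATP, all final. Compounds were preincubated with enzyme 15 min at room temperature.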
MCF10A rerep: DNA re-replication induction in MCF 10a cells; MCF 10A DNA re-replication, Hoechst nuclear intensity, 48 h; Potency, µM (highest dose often 46.1 µM), without a hit: at the top dose activity, positive = re-replication, usual class: activators; hit rate 2.9% among 350,000; AID 624296; also: potency is read from the fitted curve at half-maximal effect; % of control where 0% means no effect; nearly all actives have a fitted effect of over 50% in size
KB-V1 cytotox: kills drug-selected multidrug resistant KB-V1 cells. KB-V1 MDR cells viability, CellTiter-Glo, 72 h. hit rate 3.4% among 400,000. Potency, µM (series often up to 46.1 µM), for inactives: at the top dose activity change, negative = cytotoxicity, most hits filed as cytotoxic; also: potency is read from the fitted curve at half-maximal effect; % is scaled to controls: 0 for no effect and ±100 for the full control effect; nearly all actives have a fitted effect of over 60% in size
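KB-V1, DMEM (no phenol red) + 10% FBS; cpd pin-transferred, titration series; 72 h, 37 degrees C; CellTiter-Glo, luminescence. Data normalized, curve-fit.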
SW480 rerep: induces DNA re-replication in SW480 colon adenocarcinoma cells | SW480 DNA re-replication, Hoechst DNA content imaging, 48 h | Potency, µM (doses to about 46.1 µM), for the others: at the top dose re-replication activation, actives largely listed as activators | hit rate 1.8% among 340,000 | AID 624297; also: potency is read from the fitted curve at half-maximal effect; % of control where 0% means no effect; nearly all actives have a fitted effect of over 55% in size
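Quantitative HTS format with DMSO vehicle controls; 48 hr drug incubation at 37 C, then 40 min Hoechst staining and scanning imager measurement at 405 nm excitation.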
HT1080 IDH1KD tx: HT-1080 IDH1 knockdown cell toxicity (counter line) | HT-1080 IDH1 knockdown viability, ATP luminescence, 48 h | Potency, µM (highest dose often 46.1 µM), without a hit: at the top dose activity, negative = toxicity, actives largely listed as cytotoxic | hit rate 2% among 360,000 | AID 686971;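 also: potency is read from the fitted curve at half-maximal effect; 0% = DMSO wells and -100% = cell-free medium wells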
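Assay cells: HT-1080 with IDH1 knockdown, 750 per well, RPMI/5% FBS. Exposure: 48 h at 37 °C following 2 h pre-incubation. Read: CellTiter-Glo luminescence; fitted concentration-response, curve class assigned.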
IL-1B inflam inh: blocks inflammasome-driven IL-1 beta release; THP-1 LPS/ATP IL-1B secretion, AlphaLISA, 16 h; hits give low values; activity change, % at 57.5 µM; hit rate 4.7% among 360,000; in the data active = activity change below about -50%; inconclusive = mostly about -30% to -49%; also: % is scaled to controls: 0 for no effect and ±100 for the full control effect
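THP-1 cells pretreated 1 hr with compounds (up to 57.5 uM final), then stimulated with LPS (250 ng/mL final) plus ATP (1.25 mM final); secreted IL-1B measured by AlphaLISA after 16 hr, decreased signal indicating inhibition.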
HT1080-NT tox: kills 2HG-producing HT-1080-NT fibrosarcoma cells; HT-1080-NT fibrosarcoma viability, CellTiter-Glo ATP luminescence, 48 h; hit rate 1.6% among 360,000; Potency, µM (series often up to 46.1 µM), inactives show at the top dose activity, negative = less viability, usual class: cytotoxic; AID 686970;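 also: NT is the 2HG producing partner of a matched IDH1 knockdown line; potency is read from the fitted curve at half-maximal effect; 0% = DMSO-treated cells and -100% = media-only wells without cells; nearly all actives have a fitted effect of over 55% in size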
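A 48-hour cytotoxicity screen used HT-1080-NT cells plated 2 hours before compound delivery. ATP-based CellTiter-Glo luminescence measured viability, normalized to DMSO and no-cell controls.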
The depositor's hits bear a star; ? = inconclusive; . = not tested or not shown; & = joins results of further samples; [ ] = remark or other dose. Unless noted, calls follow the shape of the dose curve; as a rule, active = well fitted curve in the direction sought with a large enough effect; inconclusive = small, poorly fitted or top-dose-only effect, or another doubt; inactive = no such curve, though single readings can be large; an effect the other way counts as inactive or inconclusive.

SMILES	ATXN2 expr inh	KB-3-1 tox	WRN inhibitor	MCF10A rerep	KB-V1 cytotox	SW480 rerep	HT1080 IDH1KD tx	IL-1B inflam inh	HT1080-NT tox
Nc1nonc1-n1nnc(C(=O)N/N=C/c2ccco2)c1CSc1ccc(Cl)cc1	.	4%	12%	.	13%	.	9%	26	7%
Cc1cccc(-n2c(-c3csc(C(C)C)c3)n[nH]c2=S)c1	17%	-2%	-27%	1%	18µM*	-6%	11%	34	-2%
Cc1ccc(NC(=O)COC(=O)c2ccn(C)n2)cc1	16%	-7%	-3%[57.1 µM]	-5%	15%	-4%	-6%[9.24 µM]	-6	-25%
Cc1cc(C)c(N(C(=O)CN2C(=O)c3ccccc3S2(=O)=O)C(C(=O)NCC2CCCO2)c2ccc(F)cc2)c(C)c1 (stereo not drawn)	-17%	2%	-5%	17%	-10%	0%	-7%	-10	-14%
Cc1ccc(-c2nc3ccccc3[nH]2)s1	41%[activator]	?	-11%	0%	0%	-1%	?	-9	?
O=C(Nc1ccc2c(c1)OCO2)C1CCCN1C(=O)Nc1cccc(F)c1 (stereo not drawn)	-1%	4%	-8%	0%	15%	-3%	27%	-8	6%
Clc1ccccc1OCc1nc(-c2ccncc2)no1	55%[activator]	-12%	5%	3%[9.22 µM]	2%	-6%	9%	-23	15%
O=C(NC1CCCC1)C(c1ccncc1)N(Cc1cccs1)C(=O)c1csnn1 (stereo not drawn)	-3%	-5%	6%[57.1 µM]	-6%	3%	-6%	6%	-1	3%
CC1CCN(CCCn2c(=S)[nH]c3ccccc3c2=O)CC1	-7%	-4%	2%	16%	-6%	1%	7%	2	4%
Cc1ccc2c(CN3CCCCC3CCO)cc(=O)oc2c1 (stereo not drawn)	9%	-2%	3%	-3%	-6%	-10%	20%	10	12%
O=C(c1cccs1)N1CCC(c2nc3c(nnn3Cc3cccc(Cl)c3)c(=O)[nH]2)CC1	-13%	-9%	-1%	6%	2%	15%	3%	13	1%
Cc1cc(C)c(NC(N)=S)c(C)c1	-4%	1%	3%	3%	-6%	-10%	18%	-11	14%
N#Cc1sc(NCc2ccccc2)nc1Cl	-16%[11.3 µM]	-4%	-19%[57.1 µM]	-3%	?	-5%	-26%	-8	-15%
COc1ccc(NC(=O)CN(C)S(=O)(=O)c2ccc3c(c2)OCCO3)c2ncccc12	-16%	-9%	-5%	17%	?	7%	-15%	-20	1%
O=C(NC1CCCCCC1)c1cc2ccccc2oc1=O	48%[activator]	?	0%	-8%	7%	2%	4%	-10	2%
Cc1ccc(C(NC(=O)NCCCN2CCOCC2)=C(Cl)Cl)cc1F	-12%	?	2%	?	?	?	-1%	-51*	-21%
Cc1cc(C)cc(NC(=O)Cn2nnc(C(=O)NCc3ccco3)c2N)c1	5%&3%	?	-7%	7%	-6%&-4%	13%	-18%	-2	-17%
Cc1onc(-c2c(F)cccc2Cl)c1C(=O)Nc1ccc(S(=O)(=O)Nc2ncccn2)cc1	1%	-7%	-6%	-5%	-5%	-4%	6%	30	0%
CCCCCCCCNCCS(=O)(=O)NN1CCOCC1	6%	0%	-4%	-4%	0%	-1%	-1%	-4	-1%
Cc1nnc(N)s1	-15%	1%	4%	?	-26%	-16%	-1%	-2	-3%
O=C(CC1(CC(=O)N2CCOCC2)CCCC1)Nc1ccc(F)cc1	4%	8%	8%	-22%	-11%	4%	19%	18	21%
O=C(Cn1cnc2c(oc3ccccc32)c1=O)NCc1ccccc1	23%	17%	-4%	12%	-8%	1%	6%	17	4%
CCOC(=O)c1c(C)[nH]c(C(=O)N2CCc3cc(OC)c(OC)cc3C2)c1C	-22%	-5%	2%	-1%	?	1%	?	-61*	-9%
CCSc1nc(O)c(Cc2ccccc2)c(=O)[nH]1	7%	11%	5%	7%	16%	-2%	9%	106	11%
CCOC(=O)N1CCN(C(=O)CCS(=O)(=O)c2ccc3c(c2)CC(C)N3C(=O)CC)CC1 (stereo not drawn)	.	-3%	2%	-3%	4%	-2%	10%	5	8%
CCN(c1ccc(NC(=O)CSc2ccc3c(c2)OCCO3)cc1)C(C)C	-7%	-3%	-9%	?	-10%	-7%	-2%	-29	0%
O=C(Nc1ccccc1-c1nc2ccccc2s1)c1ccco1	3%	0%	-8%	?	-8%	3%	?	5	-28%
COc1ccc([C@H]2/C=C\CN(C(=O)c3ccccc3)[C@@H](C)C(=O)N2Cc2ccc(F)cc2)cc1	-13%	-2%	-2%	13%	-27%	?	-18%	0	-7%
CC(=O)c1c(C)n(CCc2ccc(Cl)cc2)c2ccc(O)cc12	6%	0%	-30%	-3%	?	0%	3%	-12	11%
COc1cccc(C2=NOC(C(=O)NCC3CCCO3)C2)c1 (stereo not drawn)	19%	2%	1%	0%	-11%	0%	-1%	14	2%
CC1(C(=O)NCc2ccc(Cl)c(Cl)c2)Oc2cccnc2NC1=O (stereo not drawn)	-6%	-10%	0%	-2%	-22%	-4%	6%	21	-7%
CCCN(CCC)CCCNC(=O)Cn1cnc2sc(C)c(S(=O)(=O)N3CCC(C)CC3)c2c1=O	-5%&3%	1%&1%	7%	?	-3%&19%	-4%	9%	8	0%
C=CCc1c(NCCO)nc(C)[nH]c1=O	-5%	-1%	-2%	86%	-1%	-31%[inhibitor]	-2%	0	3%
COCCNC(=O)C(=O)NCC1CCCN1S(=O)(=O)c1cccs1 (stereo not drawn)	.	1%	13%	.	5%	.	2%	5	-2%
O=C(O)c1ccc(OCc2occc2C(=O)O)cc1	4%	16%	4%	-12%	6%	-2%	14%	20	8%
Cc1c(Cc2ccccc2)c(=O)oc2cc(OCC(=O)NC(Cc3ccc(Cl)cc3)C(=O)O)ccc12 (stereo not drawn)	-6%	0%	-11%	-30%	-15%	2%	-1%	13	0%
Cc1ccc(Cl)cc1NC(=S)N(Cc1cccnc1)Cc1ccccc1Cl	-10%	-8%	-8%	17%	?	-1%	-23%	-7	?
CCN1CCN(S(=O)(=O)c2ccc(Cl)c(C(=O)NC3CCCC3)c2)CC1	9%	8%	-6%	-3%	6%	-51%[inhibitor]	11%	6	1%
CC1CCN(C(=O)COC(=O)c2nn(C)c(=O)c3ccccc23)CC1	1%	13%	2%	-1%	?	-16%	7%	30	-3%
CNC[C@H](CC1CCCCC1)NC[C@H](CO)NCC1(c2ccccc2)CC1	?	?	-8%	?	?	?	?	-27	?
O=C1CCCC2=C1C(c1cccs1)n1nc(SCc3ccccc3F)nc1N2 (stereo not drawn)	-2%	7%	-2%	?	?	?	-17%	-5	-4%
C=CCSc1nnc(C)c(/C=C/Nc2ccc(Cl)cc2)n1	-5%[11.3 µM]	1%	?	21µM*	0%	?	-16%	38	-9%
CCOC(=O)c1c(C)[nH]c(C)c1S(=O)(=O)NCCN1CCN(c2ccccc2F)CC1	-15%	0%	2%	0%	?	0%	-3%	-3	-2%
Cc1cccc(NC(=O)C(NS(=O)(=O)c2ccc3c(c2)CCC(=O)N3)c2ccccc2)n1 (stereo not drawn)	7%	-1%	9%	-5%	1%	0%	-8%	4	9%
C=C(C)Cn1c(CCCNC(=O)CCC)nc2ccccc21	1%	3%	-11%	1%	-5%	-14%	-10%	8	-2%
[N-]=[N+]=CC(=O)c1ccnc(C(=O)C=[N+]=[N-])c1	-4%	3%	-3%	-8%	13%	-5%	14%	6	17%
CC1Cc2ccccc2N1C(=O)c1cnsn1 (stereo not drawn)	5%	6%	1%	1%	-19%	-7%	1%	33	3%
CCN(C(=O)COC(=O)c1[nH]c(C)c(C(C)=O)c1C)c1c(N)n(Cc2ccccc2)c(=O)[nH]c1=O	-4%	-2%	3%	-4%	-16%	-1%	-3%	0	-3%
CCOC(=O)C1CCN(c2c(N3CCCC(C(=O)OCC)C3)c(=O)c2=O)CC1 (stereo not drawn)	3%	1%	9%	0%	8%	-4%	2%	2	-5%
Cc1ccc(OCC(=O)NNc2c3ccccc3nc3ccccc23)cc1	?	0%	?	?	18µM*	.	-26%	-15	-23%
CCOc1ccc2c(ccc(/C=C/c3cc(C)c4cccnc4c3O)[n+]2C)c1	?	?	10µM*	6%	?	?	23µM*	?	?
CNC(=O)CC1C(=O)N(c2ccc(Cl)cc2)C(=S)N1CCc1ccc(OC)c(OC)c1 (stereo not drawn)	8%	-20%	-4%	?	-2%	?	-21%	-50*	-29%
COc1ccc(CCNC(=O)[C@H](C)N2C(=O)N3CCc4c([nH]c5ccccc45)[C@@]3(C)C2=O)cc1OC	?	?	-5%	8%	?	-1%	-1%	1	-2%
Cn1cc(Cl)c(-c2nc3ccccc3[nH]2)n1	-5%	-1%	10%	0%	-3%	-10%	7%	5	6%
CCOC(=O)CC1=Nc2ccccc2NC(=O)C1	-6%	-6%	10%	1%	9%	1%	4%	-17	4%
COC(=O)c1c(NC(=S)Nc2ccccc2Cl)sc(C)c1C	-16%	-10%	-3%	26%	-1%	?	?	11	?
c1ccc(CSCc2ccccc2)cc1	-8%	0%	7%	?	0%	-7%	-2%	9	-2%
Clc1ccc(C2=Nn3c(nnc3-c3n[nH]c4c3CCC4)SC2)cc1	-5%	3.7µM*	-30%[57.1 µM]	?	3.7µM*	6.5µM*	5.8µM*	-5	5.8µM*
COc1ccc(N2C(=O)CC(C3CCCO3)C2=O)cc1 (stereo not drawn)	-14%	-8%	-3%	0%	-5%	-8%	0%	30	8%
